# NCI-60 one-dose screen, 48 h, at 10 µM unless noted. Numbers give growth in % (100 = growth as untreated, 0 = no growth, -100 = all killed).
# HL-60(TB) – HL-60(TB) leukemia cells; 9% of 78,000 active; active = growth percent below 10
# Active calls of the source: *; & = joins results of further samples; [ ] = remark or other dose.
mol	HL-60(TB)
COc1cc2ncnc(Nc3ccc(S(=O)(=O)Nc4cc(C)on4)cc3)c2cc1OCCCN1CCOCC1	101
Cc1ccc2nc(-c3cccc(Cl)c3)oc(=O)c2c1	97
CCOC(=O)C(NC(C)=O)/C(C)=N\Nc1ccccc1 (stereo unspecified)	115
Cc1nnc(/N=C2\NC(=O)/C(=C/c3ccsc3)S2)s1	102
Cc1nc(=O)c2c3ccc(O)cc3sc2n1Cc1ccccc1	118
COc1ccc(-c2nc3ccccc3c(=O)n2Cc2ccco2)cc1COc1ccc(NC(C)=O)cc1	50[3 µM]
COc1ccc(C(=O)N2C(=O)CCC2=O)cc1	86
COc1ccc(C(=O)Cn2c(C(=O)c3ccccc3)nc3ccccc32)cc1	-28*
CC(C)c1ccc2c(N)c(C(=O)Nc3cccc(C(F)(F)F)c3)sc2n1	66
Cc1cc(O)c2c(c1)C(=O)c1c(Br)c(O)c(Br)c(O)c1C2=O	68
COC(=O)[C@@H]1CCCN1C(=O)COc1cc(O)c2c(=O)cc(-c3ccccc3)oc2c1	88
CC(C)(C)c1cc(/C=C2\SC(=NCCCO)NC2=O)cc(C(C)(C)C)c1O	146
COc1ccc(OC)c(CCn2cncc2-c2c[nH]c3ccccc23)c1	81
Fc1c[c-]c(-c2ccccn2)c(F)c1.[CH3-].[Pt+2].c1ccc([PH+](c2ccccc2)c2ccccn2)cc1	-6.4*
O=C(NCCc1ccccc1)c1[nH]c2ccccc2c1Cl	90
[2H]C([2H])([2H])Oc1ccc(/C=C/C(=O)/C=C(/C=C/c2ccc(OC([2H])([2H])[2H])c(OC([2H])([2H])[2H])c2OC([2H])([2H])[2H])OB(F)F)c(OC([2H])([2H])[2H])c1OC([2H])([2H])[2H]	52
CC1(C)CC[C@]2(C(=O)Nc3ccc(F)cc3)CC[C@]3(C)C(=CCC4[C@@]5(C)C[C@@H](O)[C@H](O)[C@@](C)(CO)C5CC[C@]43C)C2C1 (stereo partly specified)	-12*
Nc1nn(C(=O)c2cccnc2)cc1-c1ccc(Cl)cc1	120
COc1ccccc1NC(=O)c1cccc(C2CC(=O)c3c(cc(OC)c(OC)c3OC)O2)c1 (stereo unspecified)	85
Nc1nc2ncc(CCNc3ccc(C(=O)NC(CCC(=O)O)C(=O)O)cc3)nc2c(=O)[nH]1 (stereo unspecified)	144
COc1ccc(NC(=O)c2sc3nc(C)c(C(C)O)cc3c2N)cc1 (stereo unspecified)	81
C=C(CBr)[C@@H]1CC[C@]2(C(=O)OC)CC[C@]3(C)[C@H](CC[C@@H]4[C@@]5(C)CCC(=O)C(C)(C)[C@@H]5CC[C@]43C)[C@@H]12	98
c1ccc2c(c1)Nc1cc3ccccc3cc1S2	86
C#CCn1cccc1CNC1CCCCC1	103

# Quoted at random: three compounds from above, in no set order.
mol	HL-60(TB)
COc1ccc(OC)c(CCn2cncc2-c2c[nH]c3ccccc23)c1	81
Nc1nc2ncc(CCNc3ccc(C(=O)NC(CCC(=O)O)C(=O)O)cc3)nc2c(=O)[nH]1 (stereo unspecified)	144
Fc1c[c-]c(-c2ccccn2)c(F)c1.[CH3-].[Pt+2].c1ccc([PH+](c2ccccc2)c2ccccn2)cc1	-6.4*

# As entered above.
# `[2H]C([2H])([2H])Oc1ccc(/C=C/C(=O)/C=C(/C=C/c2ccc(OC([2H])([2H])[2H])c(OC([2H])([2H])[2H])c2OC([2H])([2H])[2H])OB(F)F)c(OC([2H])([2H])[2H])c1OC([2H])([2H])[2H]` – HL-60(TB) = 52
# `COc1ccc(NC(=O)c2sc3nc(C)c(C(C)O)cc3c2N)cc1` (stereo unspecified) – HL-60(TB) = 81
# `O=C(NCCc1ccccc1)c1[nH]c2ccccc2c1Cl` – HL-60(TB) = 90
# `C#CCn1cccc1CNC1CCCCC1` – HL-60(TB) = 103
# `c1ccc2c(c1)Nc1cc3ccccc3cc1S2` – HL-60(TB) = 86
# `C=C(CBr)[C@@H]1CC[C@]2(C(=O)OC)CC[C@]3(C)[C@H](CC[C@@H]4[C@@]5(C)CCC(=O)C(C)(C)[C@@H]5CC[C@]43C)[C@@H]12` – HL-60(TB) = 98

# Next section:
mol	HL-60(TB)
C/C(=N\O)C(=O)Nc1ccccc1	97
C=CCOc1c(Cl)cccc1Cl	116
CC(=O)Oc1c(Br)cc2c(sc3[nH]c(=O)[nH]c(=O)c32)c1Br	97
CCOC(=O)C1=C(C(=O)c2ccc(OC)cc2)C(c2ccc(Cl)cc2Cl)C(C(=O)c2ccc(OC)cc2)=C(C(=O)OCC)N1	102
CC(=O)Nc1cccc(-n2c(COc3ccc(I)cc3)nc3ccccc32)c1	93&116
COc1cc(/C=C/C(=O)c2ccc(NC(=O)CSc3nnc(-c4cc(OC)c(OC)c(OC)c4)n3-c3ccccc3)cc2)cc(OC)c1OC	6.9*
O=C(/C=C/c1ccccc1)OCCc1ccccc1	114
CS(=O)(=O)c1ccc(-n2nc(-c3ccc(-c4ccccc4)cc3)c3ccccc3c2=O)cc1	100
CCOC(=O)C(Nc1cccc(Cl)c1)C(=O)OCC	103
Cc1ccc2c(c1)C(C)Cc1c(Cl)ncnc1N2C (stereo unspecified)	17
CC(C)(C)c1cc([N+](=O)[O-])c(O)c([N+](=O)[O-])c1	109
CN(C)c1ccc(/C=C/c2c(F)cccc2F)cc1	99

# 3 entries already listed, sorted by formula weight, rising.
mol	HL-60(TB)
C/C(=N\O)C(=O)Nc1ccccc1	97
CC(C)(C)c1cc([N+](=O)[O-])c(O)c([N+](=O)[O-])c1	109
O=C(/C=C/c1ccccc1)OCCc1ccccc1	114

# (list continues)
canonical_smiles: O=C(Cn1ccnc1[N+](=O)[O-])NCc1ccccc1
  HL-60(TB): 104
canonical_smiles: O=C(Nc1ccccc1F)Oc1cccc(OC(=O)Nc2ccccc2F)c1
  HL-60(TB): 119
canonical_smiles: Cc1ccc(C2C=C(c3ccc(Cl)cc3)N=C3SC=CN32)c(Br)c1 (stereo unspecified)
  HL-60(TB): 104
canonical_smiles: CC(=O)OCC1O[C@@H](Oc2ccc3c(c2)CC[C@@H]2[C@@H]3CC[C@]3(C)[C@@H](O)CC[C@@H]23)C(OC(C)=O)[C@@H](OC(C)=O)[C@H]1OC(C)=O (stereo partly specified)
  HL-60(TB): 85
canonical_smiles: C[C@]12CC[C@@H]3c4ccc(O)cc4CC[C@H]3[C@@H]1CC[C@@H]2NS(=O)(=O)c1cccc(C(F)(F)F)c1
  HL-60(TB): 21
canonical_smiles: Cc1c(CCO)c(=O)oc2cc(OCC(O)CNC(C)C)ccc12 (stereo unspecified)
  HL-60(TB): 95
canonical_smiles: N#C/C(=C\c1cccc(Br)c1)C(=O)c1ccccc1
  HL-60(TB): 98
canonical_smiles: CN(CCNc1ccc(C(=N)N)cc1)c1ccc(C(=N)N)cc1
  HL-60(TB): 91
canonical_smiles: C=CCn1c(SCC(=O)Nc2ccc(C(=O)/C=C/c3ccc(OC)cc3)cc2)nnc1-c1cc(-c2ccccc2)nc2ccccc12
  HL-60(TB): 99
canonical_smiles: NC(=O)n1c(=O)n(-c2cccc(C(F)(F)F)c2)c(=O)c2cc(-c3ccc(F)cc3F)ccc21
  HL-60(TB): -49*
canonical_smiles: C=CCN=C(N)SCc1ccccc1
  HL-60(TB): 84
canonical_smiles: Nc1nc(C(=O)N/N=C/c2ccc(N3CCOCC3)cc2)nn1-c1ccc(S(N)(=O)=O)cc1
  HL-60(TB): 101
canonical_smiles: Cc1nc(Cl)cc(N(c2cc(Cl)nc(C)n2)c2ncc(C(=O)Nc3c(C)cccc3Cl)s2)n1
  HL-60(TB): 81
canonical_smiles: CCOC(=O)CSc1cc(Cl)c(C)cc1S(=O)(=O)Nc1nn(-c2ccc(C)cc2)c(=O)[nH]1
  HL-60(TB): 74
canonical_smiles: CCc1ccc(C2=C(O)C(=O)C(c3ccccc3)=C(O)C2=O)cc1
  HL-60(TB): 72
canonical_smiles: O=S(=O)(NCCNc1nccc(-c2c(-c3ccc(F)c(O)c3)nc3sccn23)n1)c1ccc(Cl)cc1
  HL-60(TB): -27*
canonical_smiles: Cc1cc(C)n(C(=O)CSc2ncnc3c2c(-c2ccccc2)c(-c2ccccc2)n3-c2cccc(Cl)c2)n1
  HL-60(TB): 132
canonical_smiles: c1ccc2c(c1)[nH]c1ccccc12
  HL-60(TB): 101
canonical_smiles: O=C1CN=C(c2ccc(Cl)cc2)c2sccc2N1
  HL-60(TB): 98
canonical_smiles: CCOC(=O)CCNCc1ccccc1
  HL-60(TB): 105
canonical_smiles: O=C(Nc1ccncc1F)c1cn(Cc2ccc(Cl)cc2Cl)c2ccccc12
  HL-60(TB): 100
canonical_smiles: COc1ccc(S(=O)(=O)NCCCNc2nccc(-c3[nH]c(-c4ccccc4)nc3-c3ccc(Cl)c(OC)c3)n2)cc1
  HL-60(TB): 75
canonical_smiles: COc1cc(-c2nc(SCC(=O)Nc3ccc(C(C)=O)cc3)[nH]c(=O)c2C#N)cc(OC)c1OC
  HL-60(TB): -54*
canonical_smiles: COc1ccc(/C=N/Nc2ncnc3c2c(C)nn3-c2ccc(Cl)cc2)cc1
  HL-60(TB): 107

# Compound activity as filed in PubChem.

# Only part of the results is shown; count on the stated rates, not on these rows.
